Bioassay records from PubChem.
Pf Dd2 growth: P. falciparum Dd2 growth inhibitors, primary screen, SYBR Green fluorescence, single dose replicates | AID 1159554, 2015 | 72 h; active compounds read low | 2.3% of 94,000 active | activity change, % at 10 µM; in the data active = activity change below about -80%; inconclusive = no clear call, values can overlap the other calls
C diff HTS: C. difficile growth inhibitors, primary screen, HTS; Clostridium difficile clinical isolate growth, OD600, 24 h; active compounds read low; AID 1259249, 2017; 0.25% of 86,000 active; growth activity, negative = inhibition, % at 16 µg/mL (by protocol);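 active = mean growth activity at or below -80% and every replicate also at or below -80%; inconclusive = mean at or below -80% but some replicate above -80%; inactive = mean growth activity above -80%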;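 also: 0% = DMSO wells and -100% = levofloxacin 16 µg/mL wells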
Tcruzi prolif: T. cruzi intracellular proliferation inhibitors, primary screen, cell-based, beta-gal Tulahuen parasites, NIH3T3 host, luminescence | T. cruzi beta-gal in NIH3T3, GalScreen luminescence, 90 h | inhibition, % at 8.34 µM | 5.9% of 77,000 active | AID 624255, 2012;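 active = mean inhibition above about 93%, with at least 55% of replicates each passing it, limit read from the data, passing the limit was not always enough; inconclusive = only one of those two conditions holds; inactive = neither condition holds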
GASC1 inh: inhibitors of GASC-1 (KDM4C) histone demethylase, primary screen, biochemical, single concentration HTS; Lysine-specific demethylase 4C (Homo sapiens), Q9H3R0; GST-KDM4C 2-372, H3K9me3 peptide, LANCE TR-FRET; inhibition, % at 12.5 µM; 0.15% of 96,000 active;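 active = mean replicate inhibition above about 25%, with at least 55% of replicates also reaching it, limit read from the data, passing the limit was not always enough; inconclusive = only one of those two conditions met; inactive = neither condition met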
Target sequence (Q9H3R0 2-372 limits assumed): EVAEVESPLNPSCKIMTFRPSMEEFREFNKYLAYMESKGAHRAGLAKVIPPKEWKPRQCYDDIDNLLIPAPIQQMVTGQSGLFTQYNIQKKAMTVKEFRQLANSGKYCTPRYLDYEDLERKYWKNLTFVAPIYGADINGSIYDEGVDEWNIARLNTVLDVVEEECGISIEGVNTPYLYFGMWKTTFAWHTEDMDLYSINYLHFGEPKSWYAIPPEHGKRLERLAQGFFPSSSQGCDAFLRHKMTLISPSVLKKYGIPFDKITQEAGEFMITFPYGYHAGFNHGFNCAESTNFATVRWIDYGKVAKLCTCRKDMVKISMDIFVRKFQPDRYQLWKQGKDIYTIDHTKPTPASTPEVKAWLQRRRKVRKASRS
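Material: GST-tagged GASC-1 (JMJD2C) catalytic fragment, aa 2-372. Input: enzyme final amount 10 nM. Medium: HEPES buffer, pH 7.5, plus ascorbate. Reagent: H3K9me3 peptide substrate, Fe(II), 2-oxoglutarate. Doses: single dose. Times: reaction 30 min RT, detection step 1 h RT. Measured by: LANCE TR-FRET. Evaluation: Fall in 671/618 emission ratio as inhibition.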
Starred values were filed as active, the others as inactive; ? = inconclusive; . = no result given; & = joins results of further samples.

molecule | Pf Dd2 growth | C diff HTS | GASC1 inh | Tcruzi prolif
CO[C@@H]1CN(C)C(=O)c2cc(NS(=O)(=O)c3ccc(Cl)cc3)ccc2OC[C@@H](C)N(C)C[C@H]1C | -28.9 | 2.7 | 2.3 | 5.0
C[C@H](CO)N1C[C@H](C)[C@@H](CN(C)S(C)(=O)=O)Oc2ccc(NC(=O)Nc3ccc(F)cc3)cc2C1=O | 4.2 | 1.5 | 0.2 | 11.4
Cc1noc(C)c1NC(=O)N[C@@H]1C=C[C@H](CC(=O)Nc2ccccc2)O[C@H]1CO | . | 2.4 | 0.6 | .
N#C[C@@H]1[C@H](c2ccccc2C2=CCCCC2)[C@@H](CO)N1C(=O)c1cccc(F)c1 | -93.9* | -9.8 | -0.1 | .
C[C@H](O)C#Cc1cnc2c(c1)C(=O)N([C@@H](C)CO)C[C@H](C)[C@@H](CN(C)C(=O)c1ccc(F)cc1)O2 | 1.7 | 1.1 | 1.0 | .
COc1ccccc1-c1cn(CC[C@H]2CC[C@H](NC(=O)C3CCCCC3)[C@@H](CO)O2)nn1 | -6.0 | -2.9 | 9.5 | -22.1
COc1cccc(C(=O)Nc2ccc3c(c2)C(=O)N(C)C[C@@H](OC)[C@H](C)CN(C(=O)C2CC2)[C@H](C)CO3)c1 | . | . | 0.4 | 0.0
COc1ccc(S(=O)(=O)Nc2ccc3c(c2)C(=O)N([C@H](C)CO)C[C@@H](C)[C@@H](CN(C)S(=O)(=O)c2c(C)noc2C)OCCCC[C@H](C)O3)cc1 | -40.5 | 1.4 | 0.0 | 21.0
COc1ccc(NC(=O)Nc2ccc3c(c2)C(=O)N([C@@H](C)CO)C[C@@H](C)[C@H](CN(C)S(=O)(=O)c2ccc(F)cc2)OCCCC[C@@H](C)O3)cc1 | -44.8 | 2.3 | -0.6 | ?
C[C@@H]1CN([C@H](C)CO)C(=O)c2cc(C#C[C@@H](C)O)cnc2O[C@H]1CN(C)C(=O)c1ccc(F)cc1 | 18.7 | -2.4 | 0.6 | .
O=C(C[C@@H]1CC[C@@H]2[C@H](COC[C@H](O)CN2S(=O)(=O)c2ccccc2F)O1)NCc1ccccc1F | 0.6 | 8.1&5.2 | 0.8 | 31.1
CO[C@H]1CN(C)C(=O)c2ccc(NC(=O)c3cnccn3)cc2OC[C@@H](C)N(C(=O)C2CC2)C[C@@H]1C | 33.7 | . | -0.3 | 18.8

Looked up by compound from the list above (four):
molecule | Pf Dd2 growth | C diff HTS | GASC1 inh | Tcruzi prolif
O=C(C[C@@H]1CC[C@@H]2[C@H](COC[C@H](O)CN2S(=O)(=O)c2ccccc2F)O1)NCc1ccccc1F | 0.6 | 8.1&5.2 | 0.8 | 31.1
COc1ccccc1-c1cn(CC[C@H]2CC[C@H](NC(=O)C3CCCCC3)[C@@H](CO)O2)nn1 | -6.0 | -2.9 | 9.5 | -22.1
COc1ccc(S(=O)(=O)Nc2ccc3c(c2)C(=O)N([C@H](C)CO)C[C@@H](C)[C@@H](CN(C)S(=O)(=O)c2c(C)noc2C)OCCCC[C@H](C)O3)cc1 | -40.5 | 1.4 | 0.0 | 21.0
C[C@H](CO)N1C[C@H](C)[C@@H](CN(C)S(C)(=O)=O)Oc2ccc(NC(=O)Nc3ccc(F)cc3)cc2C1=O | 4.2 | 1.5 | 0.2 | 11.4

Further entries:
molecule | Pf Dd2 growth | C diff HTS | GASC1 inh | Tcruzi prolif
C/C=C/c1ccc2c(c1)O[C@@H](CN(C)C(=O)Nc1ccc(C(F)(F)F)cc1)[C@@H](C)CN([C@H](C)CO)S2(=O)=O | -28.9 | 10.3 | -0.3 | 110.1*
C[C@H](CO)N1C[C@H](C)[C@@H](CN(C)C(=O)CN(C)C)Oc2ncc(C#C[C@@H](C)O)cc2C1=O | 20.4 | -0.2 | 2.0 | 9.2
COc1cccc(S(=O)(=O)Nc2ccc3c(c2)OC[C@@H](C)NC[C@@H](C)[C@@H](OC)CN(C)C3=O)c1 | 24.2 | -1.7 | -0.2 | -54.3
COc1ccc(NC(=O)N2CC3(C2)CN(C(=O)C2CCC2)[C@H](CO)c2c3c3ccc(OC)cc3n2C)cc1 | -88.0* | -2.4 | -1.1 | .
CC(C)C[C@H]1COCc2cn(nn2)CC[C@@H](Cc2ccccc2)C(=O)N1 | . | -0.6 | -0.2 | .
O=C(CC1CC1)N1[C@H](CO)[C@@H](c2ccccc2)C12CN(Cc1ccncc1)C2 | -26.5 | -3.5 | 0.6 | .
COC(=O)C[C@@H]1CC[C@H]2[C@@H](COc3ccc(NC(=O)C4CCOCC4)cc3C(=O)N2C)O1 | 2.8 | -7.1 | 2.1 | 2.7
COCC(=O)N(C[C@H]1N[C@H](CO)[C@@H]1c1ccc(-c2cncnc2)cc1)C(C)C | 9.2 | -2.4 | -3.2 | .
COc1ccc2c3c([nH]c2c1)[C@H](CO)N(C(=O)NC1CCCC1)CC31CN(S(C)(=O)=O)C1 | 39.4 | -10.0 | 0.8 | .
COc1ccc(S(=O)(=O)N(C)C[C@H]2Oc3ccc(NC(=O)CCN4CCOCC4)cc3CC(=O)N([C@@H](C)CO)C[C@@H]2C)cc1 | 2.1 | 0.4 | 2.0 | 20.4
O=C(Nc1ccc2c(c1)[C@H]1C[C@@H](CC(=O)N3CCCCC3)O[C@@H](CO)[C@H]1O2)C1CCOCC1 | 33.0 | . | -4.3 | -33.9
O=C(N[C@H]1CC[C@H](CCNS(=O)(=O)c2ccccc2)O[C@H]1CO)c1cccnc1 | 10.3 | . | 0.9 | 34.8
O=C(N[C@@H]1CC[C@@H](CC(=O)N2CCc3ccccc3C2)O[C@@H]1CO)C1CC1 | 20.2 | 1.0 | -1.7 | .
CN(C)C(=O)c1ccc(-c2ccc([C@H]3[C@@H](CO)N4C(=O)CN(C(=O)C5CCC5)C[C@@H]34)cc2)cc1 | 8.8 | -4.1 | 0.8 | .
CO[C@H]1CN(C)C(=O)c2cc(NC(C)=O)ccc2OC[C@@H](C)N(C(=O)CN(C)C)C[C@H]1C | . | -1.2 | 0.6 | 21.7
O=C(C[C@@H]1C=C[C@@H](NS(=O)(=O)c2ccccc2)[C@H](CO)O1)N1CCC(Cc2ccccc2)CC1 | -15.8 | -12.2 | 6.9 | .
CCC(=O)N(C)C[C@H]1Oc2ncc(-c3cccc(OC)c3)cc2C(=O)N([C@@H](C)CO)C[C@@H]1C | 19.3 | -2.1 | -0.2 | 5.0
COc1ccc(NC(=O)N(C)C[C@@H]2Oc3ccc(NS(=O)(=O)c4ccc(C)cc4)cc3CC(=O)N([C@@H](C)CO)C[C@H]2C)cc1 | 1.3 | . | 6.9 | 17.3
CCNC(=O)C[C@H]1CC[C@H]2[C@H](COc3ccc(NC(=O)Nc4ccccc4Cl)cc3C(=O)N2C)O1 | 2.2 | 4.4 | -2.0 | 4.5
Cc1noc(C)c1NC(=O)Nc1ccc2c(c1)C(=O)N([C@@H](C)CO)C[C@@H](C)[C@@H](CN(C)C(=O)Nc1ccc(F)cc1)O2 | 12.4 | 2.0 | -0.5 | 4.8
O=C(NC1CCCCC1)N[C@H]1CC[C@@H](CC(=O)N2CCOCC2)O[C@@H]1CO | 9.9 | -10.1 | -0.9 | .
CCCC#Cc1cnc2c(c1)C(=O)N([C@H](C)CO)C[C@@H](C)[C@H](CN(C)C(=O)Nc1ccccc1F)O2 | -58.2 | -7.1 | -3.9 | 50.6
COc1ccc(NC(=O)Nc2ccc3c(c2)CC(=O)N([C@@H](C)CO)C[C@H](C)[C@@H](CN(C)C(=O)Nc2cccc4ccccc24)O3)cc1 | 2.4 | -2.4 | 0.3 | 15.0
O=C(CCN1CCCCC1)NCC[C@H]1CC[C@H](NC(=O)C2CCCCC2)[C@@H](CO)O1 | 29.6 | -0.7 | 1.3 | .
CCCc1cn([C@H]2C[C@@H]3O[C@@H](CO)CC[C@@H]3O[C@@H]2CCc2ccc(-c3ccc(OC)cc3)cc2)nn1 | ? | -6.3 | . | .
C[C@@H]1CN([C@H](C)CO)C(=O)c2cc(NC(=O)Nc3ccc(C(F)(F)F)cc3)ccc2O[C@H]1CN(C)Cc1ccc(-c2ccccc2)cc1 | -9.9 | 11.9 | -0.9 | 122.5*
C/C=C/c1ccc([C@@H]2[C@@H](CN(CC(C)C)C(C)=O)N(C(C)=O)[C@H]2CO)cc1 | -45.9 | -1.0 | 1.7 | 31.3
CCCC(=O)Nc1ccc2c(c1)OC[C@H](C)N(Cc1ccccc1)C[C@@H](C)[C@H](OC)CN(C)C2=O | -11.1 | . | 1.3 | 36.3
CC(=O)Nc1ccc2c(c1)C(=O)N(C)[C@@H]1CC[C@H](CC(=O)NC3CCCCC3)O[C@@H]1CO2 | -13.5 | -3.2 | -0.3 | -19.7
CO[C@H]1CN(C)C(=O)c2cc(NC(=O)Nc3cccc(F)c3)ccc2OC[C@H](C)N(C(C)=O)C[C@H]1C | -27.3 | . | 0.5 | 26.3
CNC[C@@H]1Oc2ccc(NC(=O)CCC(F)(F)F)cc2C(=O)N([C@H](C)CO)C[C@H]1C | 8.1 | 3.2 | -0.6 | 15.5
COc1ccc2c3c(n(C)c2c1)[C@H](CO)N(C(=O)Cc1ccccc1)CC31CN(C(C)=O)C1 | 11.7 | -8.5 | 1.7 | .
C[C@H](NC(=O)C[C@H]1CC[C@@H]2[C@@H](COc3ccc(NS(=O)(=O)c4ccc(Cl)cc4)cc3C(=O)N2C)O1)c1ccccc1 | -6.6 | 11.6 | -0.8 | 31.4
CN(C)C(=O)C[C@@H]1CC[C@@H]2[C@H](COc3ccc(NC(=O)C4CC4)cc3C(=O)N2C)O1 | 9.7 | 1.5 | -1.4 | 7.4
CC(=O)N1CCCCN2[C@H](CO)[C@H](c3ccc(-c4ccc(C)cc4)cc3)[C@H]2C1 | 11.4 | -5.7 | 1.0 | 58.4
C[C@@H]1CN([C@@H](C)CO)C(=O)c2cc(NC(=O)NC3CCCCC3)ccc2O[C@@H](C)CCCCO[C@@H]1CN(C)C(=O)c1ccccc1 | -19.7 | -7.2 | 0.5 | -26.6
COc1cccc(S(=O)(=O)N[C@H]2CC[C@@H](CC(=O)NC3Cc4ccccc4C3)O[C@@H]2CO)c1 | 3.9 | . | 1.9 | -19.0
CO[C@@H]1CN(C)C(=O)c2cc(NC(=O)C3CCCCC3)ccc2OC[C@H](C)N(Cc2cccnc2)C[C@H]1C | . | . | 0.9 | 53.2
O=C(N[C@@H]1CC[C@@H](CCNS(=O)(=O)c2ccc(F)cc2)O[C@H]1CO)C1CCCC1 | 13.6 | -1.3 | 5.7 | .
C[C@H](CO)N1C[C@H](C)[C@H](CN(C)C(=O)C2CCCCC2)OCCCC[C@H](C)Oc2ccc(NC(=O)CCC(F)(F)F)cc2C1=O | -46.7 | -7.9 | -0.1 | -10.1
O=C(CN1CCOCC1)N[C@H]1CC[C@@H](CCNC(=O)Nc2cc(F)ccc2F)O[C@H]1CO | 6.5 | . | -1.3 | -20.6
C[C@@H]1CCCCO[C@@H](CN(C)Cc2ccc(C(=O)O)cc2)[C@H](C)CN([C@@H](C)CO)C(=O)c2cc(NC(=O)Nc3ccc(C(F)(F)F)cc3)ccc2O1 | 29.2 | -20.5 | 4.9 | 52.9
O=C(C[C@@H]1C=C[C@@H](NC(=O)CN2CCOCC2)[C@@H](CO)O1)NC1CCC1 | -13.7 | 3.0 | -0.7 | .
CN1C(=O)c2cc(NC(=O)Cc3ccccc3)ccc2OC[C@@H]2O[C@@H](CC(=O)NCC3CC3)CC[C@@H]21 | 4.5 | -0.1 | 0.3 | -18.8
O=C(C[C@@H]1CC[C@@H]2[C@H](COC[C@H](O)CN2C(=O)c2ccccc2F)O1)N1CCN(c2ccccc2)CC1 | -6.1 | -1.3 | 0.7 | -5.9
C[C@@H]1CN([C@H](C)CO)S(=O)(=O)c2ccc(C3=CCCCC3)cc2O[C@@H]1CN(C)Cc1ccccn1 | -21.6 | 2.0 | 1.1 | 32.2
C[C@@H](NC(=O)C[C@@H]1CC[C@@H](NC(=O)Nc2ccc3c(c2)OCO3)[C@H](CO)O1)c1ccccc1 | 3.3 | . | 1.6 | -3.6
CO[C@@H]1CN(C)C(=O)c2ccc(NC(=O)C3CC3)cc2OC[C@H](C)N(C(=O)C2CCCCC2)C[C@H]1C | 6.0 | 0.7 | 1.4 | 16.0
C[C@H]1CN([C@@H](C)CO)S(=O)(=O)c2ccc(C#CC(C)(C)O)cc2O[C@@H]1CN(C)Cc1ccc(F)cc1 | 5.8 | . | 1.7 | .
CCNC(=O)Nc1ccc2c(c1)C(=O)N(C)[C@@H]1CC[C@@H](CC(=O)NC3CCCCC3)O[C@H]1CO2 | -58.4 | -4.0 | 0.2 | 12.5

No enrichment for hits (roughly 7.3% active in at least one column).
